Compound activity from PubChem.
GAA glycogen mod: qHTS Assay for Inhibitors and Activators of Human alpha-Glucosidase Cleavage of Glycogen | Lysosomal alpha-glucosidase (Homo sapiens), P10253 | recombinant GAA, glycogen substrate, Amplex Red glucose oxidase fluorescence | Potency, µM (series often up to 76.4 µM), without a hit: at the top dose activity change, negative = inhibition, hits mostly inhibitors | 300,000 compounds, 0.38% hits | AID 2100, 2009; active = well fitted inhibition curve with a large enough effect; inconclusive = small, poorly fitted or top-dose-only effect, or another doubt; inactive = no such curve, though single readings can be large or run the other way;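 also: 0% = full enzyme reaction and -100% = no-enzyme basal signal; the screen sought inhibitors and activators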
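Natural-substrate format: glycogen cleavage by 4 nM human enzyme, glucose read by Amplex Red coupling (Ex 573, Em 610 nm). Normalized to enzyme and no-enzyme controls.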
An asterisk follows results filed as active; ? = inconclusive; & = joins results of further samples; [ ] = dose if it differs, or a comment. Potency is read from the fitted curve at half-maximal effect. An excerpt. The share of hits here may be higher or lower than overall.

SMILES | GAA glycogen mod
Cc1cc(C)n(CC(O)COc2ccc(C(C)C)c(C)c2)n1 (stereo not given) | 2.6%[76.3 µM]
O=C(NNC(=S)NC(=O)c1ccc(Br)cc1)c1ccc([N+](=O)[O-])cc1 | 6.7%[76.3 µM]
CCCCc1cc(=O)oc2cc(OCC(=O)N3CCC(C(N)=O)CC3)ccc12 | -14.3%[76.3 µM]
O=C(N/N=C/c1ccoc1)c1ccc([N+](=O)[O-])cc1 | -13.8%[76.3 µM]
O=C(Nc1ccc(F)cc1)c1oc2ccccc2c1NC(=O)C12CC3CC(CC(C3)C1)C2 | 5.6%[76.3 µM]
O=C(NCCc1ccccc1Cl)C1CCC(=O)N(C2CCCCCC2)C1 (stereo not given) | 0.7%[76.3 µM]
O=C(OCCN1CCOCC1)c1ccc(O)cc1 | -11.0%[76.3 µM]
Cc1ccc(S(=O)(=O)Nc2ccc(Cl)cn2)cc1 | -6.8%[76.3 µM]
Cc1ccccc1NC(=O)CCS(=O)(=O)c1cc(Br)cc2c1N(C(=O)C1CC1)CC2 | 12.9%[76.3 µM]
O=c1[nH]cc(N=Cc2cc(Cl)cc(Cl)c2O)c(=O)[nH]1 | -4.7%[76.3 µM]
O=C(Nc1noc2ccccc12)c1cccc(F)c1 | -4.0%[76.3 µM]
Cc1ccc(Cn2c(C(=O)O)c(CNC3CCCCC3)c3ccc(C)cc32)cc1 | -9.0%[76.3 µM]
Cc1ccc(NC(=O)CN(C)C(=O)Cc2ccc(Cl)cc2Cl)cc1 | -10.6%
CCCC(=O)Nc1nnc(SCC(=O)N2CCCCC2)s1 | 4.2%
CC(=O)c1cccc(NC(=O)N2C3CCCC2CC(NC(=O)C2CC2)C3)c1 (stereo not given) | -2.4%[76.3 µM]
CCOc1ccc(C(=O)c2cn(Cc3ccc(F)cc3)c3ccc(F)cc3c2=O)cc1 | -15.3%[76.3 µM]
COc1cccc(NC(=O)CC2Nc3cc(C)c(C)cc3NC2=O)c1 (stereo not given) | 9.0%[76.3 µM]
Cc1nc([N+](=O)[O-])cn1CC(=O)Nc1ccc([N+](=O)[O-])cc1 | -15.5%[76.3 µM]
COc1ccc(CCNc2nc3cc(OC)c(OC)cc3c3nc(-c4ccccc4)nn23)cc1OC | -20.0%[76.3 µM]
COc1cc(C(=O)NCc2nnc(SCC(=O)NCCc3ccccc3)o2)cc(OC)c1OC | ?
Cc1ccccc1-c1nnn(Cc2ccc(F)cc2Cl)n1 | -0.4%
CC(=O)N1CCc2c(sc(NC(=O)C3COc4ccccc4O3)c2C(N)=O)C1 (stereo not given) | -1.3%[76.3 µM]
CCN(CC)CCN(Cc1cc2cc3c(cc2[nH]c1=O)OCO3)C(=S)NCCCOC | -0.5%[76.3 µM]
Cc1ccc(C(=O)Nc2ccc(C(=O)O)cc2)cc1S(=O)(=O)Nc1ccccc1 | -3.6%[76.3 µM]
Cn1ncc([N+](=O)[O-])c1C(=O)Nc1ccc(-c2ccccc2)cc1 | -7.5%[76.3 µM]
O=S1(=O)N=C(N(CCO)/N=C/c2ccc(Br)cc2)c2ccccc21 | 1.0%
COc1ccc(N2CCOCC2)c(NC(=O)c2cccnc2)c1 | -2.0%[76.3 µM]
CN(C)CCN(C(=O)c1ccc2c(c1)CCCC2)c1nc2cc3c(cc2s1)OCCO3 | 4.0%[76.3 µM]
CC(C)C[C@H](NC(=O)C1CC(=O)N(c2ccc3c(c2)OCO3)C1)C(=O)NC1CCCCC1 (stereo not given in full) | -3.4%[76.3 µM]
CNC(=O)c1ccc(Nc2nc(-c3ccccc3)nc3ccccc23)cc1 | -14.7%
COC(=O)[C@@H]1CCCN1C(=O)c1cc(COc2cccc3cccnc23)on1 | 1.0%[76.3 µM]
NC(c1ccccc1)c1ccncc1 (stereo not given) | -8.7%[76.3 µM]
CC(C)c1ccc(/C=C2\C(=N)N3N=C(CC(=O)N4CCCCC4)SC3=NC2=O)cc1 | -4.1%[76.3 µM]
COC(=O)C1=C(CS(=O)(=O)c2ccccc2)NC(=O)NC1c1ccc(OC)c(OC)c1 (stereo not given) | -2.8%[76.3 µM]
CCOC(=O)c1c(NC(=O)c2ccn(CC)n2)sc2c1CCC2 | -3.1%
Cc1coc2cc3oc(=O)c(CC(=O)NCCc4ccccc4)c(C)c3cc12 | -11.7%[76.3 µM]
CC(C)(C)c1ccc(-c2cc(-c3ccccc3O)[nH]n2)cc1 | 5.9%[76.3 µM]
Cc1cccc(C)c1OCC(=O)NCc1ccccc1 | -1.7%
Cc1ccc(NS(=O)(=O)c2ccc3c(c2)NC(=O)CO3)c(C)c1 | -21.7%[76.3 µM]
CCCCOc1ccc(NC(=O)CN2CCN(CC)CC2)cc1 | -8.3%[76.3 µM]
N#C/C(=C\c1ccccc1)c1nc(-c2cc3cc(Br)ccc3oc2=O)cs1 | -5.0%[76.3 µM]
Cc1cc(S(=O)(=O)n2ccnc2C(C)C)cc([N+](=O)[O-])c1C | -2.7%[76.3 µM]
Cc1ccc(NC(=O)CC2CCCC2)c(Br)c1 | -2.7%
Cc1ccc(S(=O)(=O)CC(=O)N2CCN(c3cccc(C(F)(F)F)c3)CC2)cc1 | -4.8%[76.3 µM]
O=C(N/N=C/c1ccccc1)C1CCCN1C(=O)c1cc([N+](=O)[O-])cc([N+](=O)[O-])c1 (stereo not given) | 3.1%[76.3 µM]
CC(=O)c1ccc(NC(=O)c2nc3nc(C)cc(C(F)F)n3n2)cc1 | 7.6%[76.3 µM]
CCC(=O)N1CCc2cc(Br)cc(S(=O)(=O)N(CC)Cc3ccccc3)c21 | 11.0%[76.3 µM]
CCN(C(=O)c1cc(S(=O)(=O)N2CCOCC2)cn1C)c1cccc(C)c1 | 15.1%[76.3 µM]
COc1cc2c(cc1OC)C(C)N(C(=O)C1=NN(c3cccc(C)c3)C(=O)CC1)CC2 (stereo not given) | -0.5%[76.3 µM]
CN(C)c1ccc([N+](=O)[O-])cc1C(=O)NCC(c1ccco1)N(C)C (stereo not given) | 14.1%[76.3 µM]
CNC(=O)COC(=O)c1ccc2c(c1)NC(=O)C1CCCN21 (stereo not given) | ?
COc1ccc(C(CC(=O)O)N2C(=O)CCC2=O)cc1 (stereo not given) | -1.8%
Cc1ccc(-c2csc(N(CCO)CCCn3c(C(F)(F)F)nc4cc(C(F)(F)F)ccc43)n2)cc1 | -19.1%[76.3 µM]
COc1ccccc1NCC(=O)c1ccc(Cl)cc1 | 7.8%
COc1ccc(-c2cn(-c3ccccc3)nc2C(=O)O)cc1OC | 1.1%
COc1cc(C(=O)Oc2cccc(C(=S)N3CCOCC3)c2)cc(OC)c1OC | -2.9%[76.3 µM]
O=C(NCCOCCn1c(=O)oc2ccccc21)Nc1ccc(Cl)cc1 | 2.4%[76.3 µM]
Cc1[nH]c2ccccc2c1C(=O)C(=O)N1CCOCC1 | 2.7%[76.3 µM]
Oc1ccc(Cl)cc1Nc1nc2ccccc2n2cnnc12 | -0.3%[76.3 µM]
CC(=O)c1ccc(NC(=O)NC2CCCCCCC2)cc1 | -5.6%[76.3 µM]
The listing continues.
SMILES | GAA glycogen mod
O=C(NC1CCCCC1)C(c1cccnc1)N(C(=O)c1csnn1)c1ccc(F)cc1 (stereo not given) | -1.5%
CCc1ccc(-c2nc(CS(=O)CC(=O)NCc3ccc4c(c3)OCO4)c(C)o2)cc1 (stereo not given) | -16.2%[76.3 µM]
CC(=O)N/C(=N/c1nc(C)cc(C)n1)Nc1ccc(F)cc1F | 2.1%
COc1ccc(CNC(=O)C(CC(C)C)NS(=O)(=O)c2ccc3c(c2)oc(=O)n3C)cc1 (stereo not given) | 1.8%[76.3 µM]
Cc1cccc(NC(=O)c2ccc3oc(=O)c(S(=O)(=O)c4ccc(F)cc4)cc3c2)c1C | 1.3%[76.3 µM]
COc1cccc(C(=O)Nc2c(C(=O)c3ccc(F)cc3)oc3ccccc23)c1 | 10.1%[76.3 µM]
CCCNC(=O)CSc1nc2nc(C)c(Cc3ccccc3Cl)c(C)n2n1 | -1.5%[76.3 µM]
CCn1c(-c2ccc(S(=O)(=O)N3CCOCC3)cc2)csc1=Nc1ccc(C)c(Cl)c1 | 15.1%[76.3 µM]
CCOC(=O)c1ccc(NC(=O)CN2C(=O)COc3ccc(Cl)cc32)cc1 | 4.9%[76.3 µM]
CCOc1ccc(NC(=O)CSc2nc3ccccc3nc2N2CCOCC2)cc1 | 11.4%&-3.2%[76.3 µM]
Cc1ccc(S(=O)(=O)CCC(=O)Nc2ccccc2C)cc1 | 1.7%
Cc1cc(=O)oc2c3c(cc(OCC(=O)N[C@@H](C)C(=O)O)c12)OC(C)(C)CC3 | -1.6%
COc1ccc(-c2cc(=O)oc3cc(OCC(=O)N4C[C@H]5C[C@@H](C4)c4cccc(=O)n4C5)ccc23)cc1 | -10.4%[76.3 µM]
O=C(Nc1ccc(F)cc1F)C1CCCN1S(=O)(=O)c1cccc2nsnc12 (stereo not given) | -11.5%[76.3 µM]
CCCn1cc(S(=O)(=O)c2ccc(C)cc2)c(=O)c2cc(OC)c(OC)cc21 | 1.9%[76.3 µM]
Cc1cccc(C(=O)N2CCCC(N3CCN(c4cccc(Cl)c4)CC3)C2)n1 (stereo not given) | -3.5%[76.3 µM]
CCn1cnc2c1c(=O)n(Cc1ccc(C(=O)OC)cc1)c(=O)n2Cc1ccccc1 | 3.0%[76.3 µM]
COc1ccc2[nH]c3c(c2c1)CCN1C(=O)N([C@@H](C)C(=O)NCc2ccccc2OC)C(=O)[C@]31C | -3.0%[76.3 µM]
COc1ccc(COC(=O)c2ccc(Cl)c(S(=O)(=O)N3CCOCC3)c2)cc1F | -5.9%[76.3 µM]
COc1cc(/C=C2\SC(=O)N(CC(=O)Nc3ccc(C)cc3)C2=O)cc(Cl)c1OCC(=O)O | -8.6%[76.3 µM]
COc1ccc(N2CCN(C(=O)C3CCCN3S(=O)(=O)c3cccc4nsnc34)CC2)cc1 (stereo not given) | -3.3%[76.3 µM]
COc1ccc2oc(-c3ccc(C)c(NC(=O)COc4cc(C)cc(C)c4)c3)nc2c1 | -22.9%[76.3 µM]
COc1cc2oc3ccccc3c(=O)c2cc1OC | -6.6%[76.3 µM]
COc1cccc(NC(=O)CSc2nnc(-c3ccoc3C)n2C)c1 | 3.1%
CC(=O)c1cccc(Oc2cc(NN3CCCCC3)c([N+](=O)[O-])cc2[N+](=O)[O-])c1 | 2.0%[76.3 µM]
CCOc1ccc(NC(=O)NC2CCS(=O)(=O)C2)cc1 (stereo not given) | -2.1%
COc1ccc(NC(=O)CSc2ccc(-c3cccnc3)nn2)cc1 | -3.0%[76.3 µM]
COc1cc(OC)cc(C(=O)NCCCNC(=O)c2cccnc2)c1 | -10.2%
COc1ccc(-n2c(=O)c3c4c(sc3n(CC(=O)C(C)(C)C)c2=O)CCCC4)c(OC)c1 | -4.0%[76.3 µM]
Cc1ccc([C@@H]2[C@@H]3C(=O)N(C)C(=O)[C@@H]3[C@@H]3C(=O)Nc4ccccc4C(=O)N23)cc1 | -9.3%[76.3 µM]
CCOc1ccc(CCNS(=O)(=O)c2cc3c(cc2C)NC(=O)CO3)cc1OCC | 0.0%[76.3 µM]
O=C(c1ccc2ccccc2c1)N1CCN(Cc2ccccc2)CC1 | -15.2%
CCOc1ccc(CNn2cnnc2)cc1 | 0.0%[76.3 µM]
Cc1cc(C)c(NC(=O)Cn2c(=O)n(CCC(C)C)c(=O)c3cccnc32)c(C)c1 | 6.6%[76.3 µM]
CCCNC(=O)c1ccc(-c2nn(C)c(=O)c3ccccc23)cc1 | -3.9%[76.3 µM]
O=C(Cn1c2ccc(F)cc2c2nc3n(c(=O)c21)CCS3)N1CCCC1 | -2.5%
COc1cc2c(cc1OC)C(NNC(=O)c1ccc(Br)o1)=NC(C)(C)C2 | -28.3%[76.3 µM]
CCNC(=O)CC1C(=O)N(c2ccc(F)cc2)C(=O)N1Cc1ccc(C)cc1 (stereo not given) | 10.1%[76.3 µM]
Cc1ccc(NC(=O)C(=O)NCc2ccc(Cl)cc2)cc1 | -1.6%[76.3 µM]
Cc1cccn2c(=O)c(/C=C(\C#N)c3nc4ccccc4n3C)c(Oc3ccc(Cl)cc3)nc12 | 1.0%[76.3 µM]
CC1=NN(C(N)=S)C(=O)C1N=Nc1ccc([N+](=O)[O-])cc1 (stereo not given) | 0.5%
COc1ccc(NC(=O)c2sc3nc(C)c(C(=O)Nc4ccc(C)cc4C)c(-c4ccccc4Cl)c3c2N)cc1 | 3.3%[76.3 µM]
CC(=O)c1ccc(NC(=O)C2CCCC2)cc1 | 10.5%[76.3 µM]
CN(C)/C(=N\S(=O)(=O)c1ccccc1)c1ccc(Cl)cc1 | 3.1%
O=C(CCn1nc(-c2ccc(Cl)cc2)ccc1=O)N1CCN(c2ccccc2)CC1 | -2.8%
